Bioassay records from PubChem.
HCMV antiviral: human cytomegalovirus inhibition. activity change, negative = inhibition, % at 57.5 µM. HFF cells, HCMV-luciferase reporter, 72 h; hits give low values. hit rate 4.5% among 410,000; in the data active = activity change below about -60%; inconclusive = no clear call, values can overlap the other calls; inactive = above about -39%
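Screen run at 2 compound doses on HFFs infected with reporter HCMV, MOI 1 PFU/cell. Luciferase activity from cell lysates at 72 h post infection gave inhibition relative to buffer-only and Salinomycin wells.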
HCV inhibitor: inhibitors of hepatitis C virus infection; Huh7.5.1 HCVcc-Cre infection, luciferase reporter, 44 h; Potency, µM (titrated, usually from 41.8 µM), inactives show top-dose activity change, negative = inhibition, usual class: inhibitors; hit rate 3.4% among 340,000; AID 651820; also: potency is read from the fitted curve at half-maximal effect
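A cell-based infection assay in which seeded cells (1,000 per well) receive test compound after 4 h, are inoculated with HCVcc-Cre at approximately 0.5 moi, and are incubated 44 h before luminescence detection.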
TbPYK inhibitor: T. brucei pyruvate kinase inhibition. hit rate 0.12% among 410,000. AID 624173. Q57TT1. Potency, µM (highest dose often 76.8 µM), for the others: top-dose activity, negative = inhibition, most hits filed as inhibitors. TbPYK enzyme, Kinase-Glo Plus ATP luminescence, 45 min; also: potency is read from the fitted curve at half-maximal effect; nearly all actives have a fitted effect of over 50% in size
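Luminescent Kinase-Glo Plus end-point after 45 min room-temperature reaction of T. brucei pyruvate kinase started with 130 uM ADP (final). Buffer TEA 50 mM pH 7.2 with KCl, MgCl2, BSA, Tween-20; titration-based qHTS with fitted concentration-effect curves.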
LmPK inh: LmPK (Leishmania mexicana) enzyme inhibition. purified LmPK, Kinase-Glo ATP luminescence, 1 h. Potency, µM (titrated, usually from 57.5 µM), without a hit: at the highest dose activity change, negative = inhibition, usual class: inhibitors. hit rate 0.37% among 290,000; also: potency is read from the fitted curve at half-maximal effect
Target sequence (Q27686 whole entry, looked up): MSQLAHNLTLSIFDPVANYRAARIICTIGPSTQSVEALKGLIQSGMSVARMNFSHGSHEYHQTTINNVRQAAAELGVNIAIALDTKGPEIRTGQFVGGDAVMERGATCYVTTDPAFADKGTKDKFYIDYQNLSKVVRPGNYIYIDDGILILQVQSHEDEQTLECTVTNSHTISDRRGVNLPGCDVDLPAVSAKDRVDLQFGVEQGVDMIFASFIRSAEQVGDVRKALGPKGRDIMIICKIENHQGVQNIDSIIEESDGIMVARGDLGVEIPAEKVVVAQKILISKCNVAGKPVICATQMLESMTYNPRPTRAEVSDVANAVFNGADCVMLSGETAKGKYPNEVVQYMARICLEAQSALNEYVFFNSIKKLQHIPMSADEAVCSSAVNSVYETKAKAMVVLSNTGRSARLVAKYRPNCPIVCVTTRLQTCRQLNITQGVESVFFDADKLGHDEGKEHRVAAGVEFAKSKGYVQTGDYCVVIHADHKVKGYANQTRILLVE
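In 50 mM imidazole pH 7.2 with 7 mM MgCl2, LmPK (0.1 nM) turned over PEP (0.5 mM) and ADP (0.1 mM) for 1 h at room temperature. Luciferase read-out of ATP.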
AmpC no deterg: inhibitors of E. coli AmpC beta-lactamase without detergent; P00811; AmpC nitrocefin hydrolysis, absorbance 480 nm, 0.0001% Triton; Potency, µM (highest dose often 57.1 µM), for inactives: top-dose activity change, negative = inhibition, actives largely listed as inhibitors; hit rate 0.52% among 330,000;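 also: potency is read from the fitted curve at half-maximal effect; plate controls were no compound for no effect and no enzyme for full effect; nearly all actives have a fitted effect of over 20% in size; some results filed as inactive show a strong effect at the top dose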
Target sequence (P00811 whole entry, looked up): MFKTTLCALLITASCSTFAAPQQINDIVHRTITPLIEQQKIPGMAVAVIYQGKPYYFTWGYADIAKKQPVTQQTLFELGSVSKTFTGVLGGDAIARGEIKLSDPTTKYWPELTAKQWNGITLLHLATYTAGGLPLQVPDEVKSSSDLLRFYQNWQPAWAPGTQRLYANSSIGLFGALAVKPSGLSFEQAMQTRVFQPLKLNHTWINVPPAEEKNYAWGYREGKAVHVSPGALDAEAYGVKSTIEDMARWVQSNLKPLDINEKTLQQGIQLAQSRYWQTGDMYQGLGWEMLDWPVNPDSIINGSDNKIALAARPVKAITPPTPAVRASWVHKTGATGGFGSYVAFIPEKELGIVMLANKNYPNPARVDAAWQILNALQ
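AmpC (5.3 nM in the dispensed reagent) in 20 mM phosphate pH 7.0 with 0.01% (detergent screen) or 0.0001% Triton X-100 was preincubated with compounds for 15 min at room temperature. Nitrocefin was then added from an 800 uM solution, and hydrolysis was followed at 480 nm.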
AmpC inh detg: inhibitors of E. coli AmpC beta-lactamase with detergent; AmpC hydrolysis of nitrocefin, absorbance 480 nm, 0.01% Triton; hit rate 0.041% among 370,000; AID 485294; Potency, µM (top dose mostly 114 µM), for the others: at the highest dose activity change, negative = inhibition, usual class: inhibitors; P00811;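 also: potency is read from the fitted curve at half-maximal effect; 0% = no-compound wells and -100% = no-enzyme wells; nearly all actives have a fitted effect of over 25% in size; some results filed as inactive show a strong effect at the top dose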
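AmpC (5.3 nM in the dispensed reagent) in 20 mM phosphate pH 7.0 with 0.01% (detergent screen) or 0.0001% Triton X-100 was preincubated with compounds for 15 min at room temperature. Nitrocefin was then added from an 800 uM solution, and hydrolysis was followed at 480 nm.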
AMA1-RON2 inh: AMA1-RON2 (P. falciparum) interaction inhibition; AlphaScreen AMA1-biotinylated RON2 peptide binding; Potency, µM (doses to about 58.2 µM), for inactives: at the top dose activity change, negative = inhibition, actives largely listed as inhibitors; hit rate 0.2% among 360,000; AID 720542;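 also: potency is read from the fitted curve at half-maximal effect; 0% = vehicle wells and -100% = peptide control; nearly all actives have a fitted effect of over 45% in size; some results filed as inactive show a strong effect at the top dose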
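AMA1 (3D7) with his tag at 25 nM final met compounds first, then biotinylated RON2 peptide at 25 nM; detection used donor plus acceptor beads, 10 µg/mL apiece, read by AlphaScreen after 30 min at room temperature.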
The depositor's hits bear a star; u = inconclusive; x = no result given; & = joins results of further samples; [ ] = another dose, or the depositor's remark. Unless noted, calls follow the shape of the dose curve; as a rule, active = well fitted curve in the direction sought with a large enough effect; inconclusive = small, poorly fitted or top-dose-only effect, or another doubt; inactive = no such curve, though single readings can be large; an effect the other way counts as inactive or inconclusive. Unless noted, % is scaled to controls: 0 for no effect and ±100 for the full control effect.

SMILES	HCMV antiviral	HCV inhibitor	TbPYK inhibitor	LmPK inh	AmpC no deterg	AmpC inh detg	AMA1-RON2 inh
Cc1ccccc1NC(=O)Cc1nc(CSc2nnc(-c3ccc4c(c3)OCO4)o2)cs1	72	-10%	u	3%	-21%	u	5%
Cc1cc(Cl)ccc1C(=O)C1CCCN(C(=O)CCn2cnnn2)C1 (stereo not drawn)	-12	11%	-7%	6%	34%	-6%	1%
CN(C)c1ccc(C(=O)N/N=C/c2ccccn2)cc1	85	-9%	-10%	0%	-17%	u	113%[activator]
CN(C)C(=O)c1nc2ccc(Cl)cn2c1CN1CCN(c2ncccn2)CC1	-5	10%	-8%	10%	21%	6%	-1%
O=C(NNC(=O)c1ccc(Cl)cc1Cl)c1ccncc1	46	-6%	-4%	-12%	-13%	2%	62%[activator]
COC(=O)C1=CN(Cc2cccs2)C=C(C(=O)OC)C1c1cccc(OC)c1OC	30	14%	-7%	2%	-18%	-7%	4%
COc1ccc(CNC(=O)c2c(F)c(F)c(F)c(F)c2F)cc1	-102*	u	-5%	1%	-5%	-5%	12%
CCCCN(C)S(=O)(=O)c1ccc(C(=O)Nc2sc3c(c2C(N)=O)CC(C)(C)NC3(C)C)cc1	-2	x	1%	x	x	2%	x
CS(=O)(=O)c1ccc(-c2nnc(NC(=O)c3ccc4c(c3)OCCO4)o2)cc1	0	x	-5%	x	x	23%	x
CCc1ccc(CNC(=O)C2CCCN(c3nnc(C)c4c(C)n(-c5ccc(OC)cc5)nc34)C2)cc1 (stereo not drawn)	-30	x	1%	x	x	22%	x
O=C(Nc1cc(C(F)(F)F)ccc1Cl)C(NCc1ccccc1)c1ccccc1 (stereo not drawn)	-16	8%	15%	1%	-22%	11%	-5%
CCN(C(=O)Cn1nc(C)n2c(cc3cc(C)ccc32)c1=O)c1ccccc1	0	-17%	-2%	11%	119%[activator]	1%	-3%
COCC(C)OC(=O)/C(C#N)=C\c1coc2ccc(C)cc2c1=O (stereo not drawn)	8	1%	u	-1%	-16%	-4%	4%
Cc1cc(=O)[nH]c(N/N=C/c2ccc(-c3ccc(F)cc3)o2)n1	-21	-19%	-14%	-12%	-31%	-2%	75%[activator]
COc1ccccc1CNC(=O)COC(=O)c1ccc(Cl)nc1	7	-1%	-3%	x	-16%	x	13%
COc1cc2c(C#CCCO)c(-c3ccsc3)oc(=O)c2cc1OC	0	10µM*	-3%	x	177%[activator]	x	-8%
CCOc1ccc(N=Cc2ccccc2O)cc1	-18	29%	-5%	x	x	x	2%
Cc1ccc(C(=O)NCC(c2ccco2)N2CCc3ccccc32)cc1 (stereo not drawn)	-14	-21%	-4%	x	-29%	-14%	u
CC1CC(C)CN(c2ncc3c(n2)CC(c2ccc(Cl)cc2)CC3=O)C1 (stereo not drawn)	11	20%	2%	6%	-14%	-11%	0%
CN1CCN(C(=O)C[C@@H]2C[C@H]3c4cc(NC(=O)c5cccnc5)ccc4O[C@H]3[C@H](CO)O2)CC1	-2	x	-9%	x	x	x	-5%
CCN(C(=O)CSc1nnc(-c2cccs2)n1N)c1c(N)n(Cc2ccccc2)c(=O)[nH]c1=O	-36	22%	4%	x	-13%	-19%	-6%
CCOC(=O)c1c(C)[nH]c(C)c1S(=O)(=O)N1CCC(C(=O)Nc2ccccn2)CC1	-12	x	-6%	x	x	-1%	x
CS(=O)(=O)N(CC(=O)Nc1ccccc1F)C1CCCCC1	18	7%	-2%	6%	-14%	-19%	-2%
COc1ccc(CN2CCNC(=O)C2CC(=O)NCCCC2CCCC2)c(C)c1C (stereo not drawn)	66	19%	-9%	-1%	175%[activator]	6%	12%
C=CCNC(=O)CN1CCN(C(c2ccccc2)c2ccccc2)CC1	65	u	17%	-6%	101%[activator]	1%	-11%

Next section, overlapping the part above by 5 compounds.
SMILES	HCMV antiviral	HCV inhibitor	TbPYK inhibitor	LmPK inh	AmpC no deterg	AmpC inh detg	AMA1-RON2 inh
CCN(C(=O)CSc1nnc(-c2cccs2)n1N)c1c(N)n(Cc2ccccc2)c(=O)[nH]c1=O	-36	22%	4%	x	-13%	-19%	-6%
CCOC(=O)c1c(C)[nH]c(C)c1S(=O)(=O)N1CCC(C(=O)Nc2ccccn2)CC1	-12	x	-6%	x	x	-1%	x
CS(=O)(=O)N(CC(=O)Nc1ccccc1F)C1CCCCC1	18	7%	-2%	6%	-14%	-19%	-2%
COc1ccc(CN2CCNC(=O)C2CC(=O)NCCCC2CCCC2)c(C)c1C (stereo not drawn)	66	19%	-9%	-1%	175%[activator]	6%	12%
C=CCNC(=O)CN1CCN(C(c2ccccc2)c2ccccc2)CC1	65	u	17%	-6%	101%[activator]	1%	-11%
Cc1cc(C)cc(NC(=O)C2CCN(c3cnccn3)CC2)c1	19	-17%	0%	9%	-7%	-6%	-1%
CCn1c(=O)c([N+](=O)[O-])c(NCCc2ccc(OC)c(OC)c2)c2ccccc21	-72*	u	-2%	5%	-8%	7%	-9%
CC(C)[C@H](NC(=O)c1ccccc1F)C(=O)OCCN1C(=O)c2ccccc2C1=O	11	26%	-2%	x	-1%	x	-5%
CCNC(=S)NNC(=O)c1cc(C)nc2ccccc12	8	9%	8%	-6%	-16%	-11%	72%[activator]
CC1CC(C)CN(CCCNC(=O)Cn2ncn3cccc3c2=O)C1 (stereo not drawn)	-16	8%	-2%	-2%	-21%	0%	11%
CC(=O)N(C)c1ccc(NC(=O)c2ccccc2C(=O)O)cc1	58	10%	8%	-3%	-11%	5%	-5%
COc1cc2sc3ccc(-c4ccc(CN5CCOCC5)cc4)cc3c(=O)c2cc1OC	u	-20%	-7%	x	122%[activator]	x	-7%
CCCNCCC(c1ccco1)c1ccccc1OC (stereo not drawn)	-21	-16%	2%	2%	6%	u	-4%
Cc1cccc(OCCSc2ncnc3nc[nH]c23)c1	-3	u	-2%	-3%	-8%	-5%	16%
CC(C)CNC(=O)c1ccccc1NC(=O)CCSc1ccccc1	-18	-15%	3%	5%	-18%	-7%	35%[activator]
CC(=O)Nc1cccc(OCc2cccc([N+](=O)[O-])c2)c1	-14	-18%	-2%	x	x	x	-1%
COC(=O)C1=C(N)Oc2cc(C)[nH]c(=O)c2C1c1ccccc1OC (stereo not drawn)	18	14%	-8%	2%	1%	-4%	7%
CCN1CCN(CCOc2ccccc2-c2ccccc2)CC1	-7	-20%	4%	0%	24%	-4%	-10%
Cc1cc(C(F)(F)F)nc(SCCN2CCOCC2)c1C#N	18	0%	-24%	23%	-1%	-2%	0%
CCc1c(C)sc2c1CCN(C(=O)Nc1cc(Cl)c(OC)cc1OC)C2c1ccccc1 (stereo not drawn)	-25	x	1%	x	x	-8%	x
COc1cc2c(cc1OC)C1O[C@](c3ccsc3)(C2)Oc2cc(C)n(Cc3ccccc3)c(=O)c21	x	x	x	-5%[11.5 µM]	30%[11.4 µM]	-3%[22.9 µM]	x
CN1CCCC(OC(=O)c2ccccc2Br)C1 (stereo not drawn)	32	-6%	0%	0%	-8%	2%	-3%
CCN(CC(=O)Nc1cc(S(=O)(=O)N2CCCCC2)ccc1Cl)Cc1ccccc1	4	u	-8%	x	-2%	-21%	-3%
COc1cccc(C2C=C(c3ccc(C)c(C)c3)Nc3nnnn32)c1OC (stereo not drawn)	-1	x	1%	x	x	-2%	x
COc1ccc(-c2sc3ccc(OC)cc3c2-c2ccc(OC)nc2)cc1	-27	u	4%	x	-19%	x	-10%
CCCN(CC1CCCO1)C(=O)c1cc(COc2ccc(F)cc2F)on1 (stereo not drawn)	1	x	1%	4%	83%[activator]	1%	1%
O=C(CSc1nnc(COc2ccccc2)n1Cc1ccco1)NCc1ccco1	-17	5%	u	9%	0%	u	3%
COc1ccc(/C(N)=N/OC(=O)c2cc(-c3ccccc3)nc3ccccc23)cc1	4	-17%	0%	-1%	-11%	2%	4%
CN(c1ccccc1)S(=O)(=O)c1cccc(NC(=O)CCNC(=O)c2ccccc2)c1	-4	-20%	-6%	x	-46%	u	-9%
Cc1ccc(NC2=C(C(=O)c3ccccc3)N(C)S(=O)(=O)c3ccccc32)cc1	u	11µM*	-5%	-3%	-31%	-6%	-21%

The results go on.
SMILES	HCMV antiviral	HCV inhibitor	TbPYK inhibitor	LmPK inh	AmpC no deterg	AmpC inh detg	AMA1-RON2 inh
CCC(=O)c1ccc(OCC(=O)N2CCN(C(=O)c3ccccc3)CC2)cc1	212	u	-3%	x	-10%	u	0%
Cc1cc(C)c(NC(=O)CSc2ncc3c(n2)-c2cc(Cl)ccc2N(C)S3(=O)=O)c(C)c1	u	x	-8%	x	x	10%	x
COc1ccc(-c2ncn(CCC#N)c2[N+](=O)[O-])cc1	-33	13%	3%	2%	-20%	-5%	1%
CC(C)c1cc(O)c(-c2ccccc2)c(=O)n1-c1ccc(Cl)cc1	10	8%	6%	-6%	-20%	7%	1%
O=C(CN1CCN(S(=O)(=O)c2ccc(Cl)cc2)CC1)NC1CCCC1	-25	14%	3%	-10%	-8%	-7%	10%
Cn1c(C(=O)NC2CCCCC2)cc2c(=O)n3ccccc3nc21	-15	11%	0%	0%	22%	1%	-3%
COc1ccc2nc(NC(=O)C3CCN(C(=O)c4ccco4)CC3)sc2c1	2	-3%	0%	1%	38%	1%	2%
O=C(N/N=C/c1ccc(F)c(F)c1)c1cc2c(s1)-c1ccccc1CC2	u	14%	-2%	2%	u	2%	6%
O=C(O)CCCc1ccc(N(CCCl)CCCl)cc1	1	-15%[8.37 µM]	4%&-2%	1%	-18%	-5%	6%
Cc1cc(N)n(-c2ccc([N+](=O)[O-])cc2)n1	56	u	3%	4%	-22%	1%	-19%
COc1ccc(-c2nnc(SC(C(=O)c3c[nH]c4ccccc34)c3ccccc3)n2N)cc1OC (stereo not drawn)	-27	u	-14%	3%	93%[activator]	-17%	-15%
O=C(COC(=O)/C=C/c1cccc(Cl)c1)NC1CCCC1	10	9%	-6%	x	-14%	u	7%
O=C(O)c1ccccc1-c1ccccc1C(=O)Nc1ccc2c(c1)C(O)c1ccccc1-2 (stereo not drawn)	10	x	-7%	x	x	x	-5%
CCn1nc(C)cc1C(=O)n1nc(C)c(Sc2ncccn2)c1C	16	-3%	-9%	0%	18%	-5%	-12%
C[C@H](CO)N1C[C@H](C)[C@@H](CN(C)Cc2ccc3c(c2)OCO3)Oc2ccc(NS(C)(=O)=O)cc2C1=O	3	-3%	-1%	x	0%	x	7%
Cc1cc(NS(=O)(=O)c2ccc(NC(=O)Cc3ccc([N+](=O)[O-])cc3)cc2)no1	35	-6%	2%	6%	-25%	u	-15%
